Rab7 wt GTP bind – modulators of GTP binding to dog Rab7 wildtype GTPase; GST-Rab7 beads, fluorescent GTP binding, flow cytometry; actives lie on both sides; untreated = 100%, excess cold GTP = 0%; GTP binding activity (percent of control), % at 10 µM; 190,000 tested, 0.055% active; AID 758;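 active = fluorescent GTP binding to Rab7 beads changed by at least 20 points from the 100% baseline, either direction, mostly lower; inconclusive = compound itself probably fluorescent, or too few beads counted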;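 note: median green fluorescence of bound Bodipy-FL-GTP per Rab7 bead population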
ABCB1 inh – blocks JC-1 efflux by human ABCB1 transporter; P08183; CCRF-Adr cells, flow cytometry; inhibition, % at 6.6 µM; 190,000 tested, 0.067% active; in the data active = inhibition above about 40%;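 note: 0% = vehicle and 100% = reference inhibitor; higher value means more JC-1 retained so stronger ABCB1 efflux block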
GSH fluor – GSH bead compound fluorescence profile | GSH beads flow cytometry, compound fluorescence 488/530 nm; stronger effect = higher value | fluorescence (KMESF) at 10 µM | 190,000 tested, 0.25% active; in the data active = fluorescence above about 89;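 note: glutathione beads carrying GST-tagged Bcl family fusion proteins plus one bare bead set; values are compound well signal with DMSO vehicle wells as background; inactives centre near 16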
ABCG2 block – inhibitors of human ABCG2 transporter, ABCB1 counter-screen; AID 1325; 190,000 tested, 0.1% active; Q9UNQ0; inhibition, % at 6.6 µM; IgMXP3 cells, JC-1 efflux, flow cytometry;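 active = inhibition above 80%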;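 note: 0% = DMSO and 100% = nicardipine control wells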
Target sequence (Q9UNQ0 whole entry, looked up): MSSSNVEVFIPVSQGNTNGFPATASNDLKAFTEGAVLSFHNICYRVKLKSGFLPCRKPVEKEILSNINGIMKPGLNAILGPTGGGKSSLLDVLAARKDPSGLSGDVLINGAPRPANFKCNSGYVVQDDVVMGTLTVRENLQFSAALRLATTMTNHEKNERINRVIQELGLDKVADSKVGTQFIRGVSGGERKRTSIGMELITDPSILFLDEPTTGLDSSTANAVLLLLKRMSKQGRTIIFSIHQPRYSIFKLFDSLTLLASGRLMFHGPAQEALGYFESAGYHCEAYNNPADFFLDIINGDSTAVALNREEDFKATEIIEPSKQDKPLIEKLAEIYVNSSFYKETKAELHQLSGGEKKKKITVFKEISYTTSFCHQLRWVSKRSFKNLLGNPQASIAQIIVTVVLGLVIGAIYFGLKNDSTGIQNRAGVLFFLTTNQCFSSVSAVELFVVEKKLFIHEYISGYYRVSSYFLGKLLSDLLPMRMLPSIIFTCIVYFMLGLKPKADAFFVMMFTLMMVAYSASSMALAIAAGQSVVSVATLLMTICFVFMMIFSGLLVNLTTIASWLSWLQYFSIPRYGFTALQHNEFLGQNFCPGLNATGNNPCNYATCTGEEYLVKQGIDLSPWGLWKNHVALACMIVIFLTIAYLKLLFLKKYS
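Test system: IgMXP3 (ABCG2) plus far-red-tagged CCRF-Adr (ABCB1) cells. Reagent: JC-1 dye as substrate. Timing: 10 min exposure at 25 °C with rotation, no wash. Measured by: flow cytometric JC-1 green MFI at 530 nm. Read-out: percent efflux inhibition, scaled nicardipine 100% to DMSO 0%. Control set: nicardipine and DMSO wells.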
Pf gamet viab – P. falciparum stage V gametocyte viability inhibition. P. falciparum stage V gametocytes, ATP luminescence, 24 h. inhibition, % at 10.9 µM. 150,000 tested, 0.065% active. AID 743093;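 active = inhibition above the mean plus 3 SD of compounds within the control limits, set per campaign, cut at about 38% in these data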;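 note: 0% = DMSO wells and 100% = medium only without gametocytes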
Cdc42 wt – human Cdc42 wildtype GTP binding change, either direction. P60953. GST-Cdc42 beads, Bodipy-GTP binding, flow cytometry; actives lie on both sides. percent activity (GTP binding), % at 10 µM. 190,000 tested, 0.2% active;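 active = percent activity GTP binding at least 20 points away from the 100% baseline, either down as inhibitor or up as activator; inconclusive = compound flagged as likely green fluorescent from well-wide comparison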;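 note: median bead fluorescence of bound Bodipy-FL-GTP at 100 nM; 0% = excess unlabeled GTP control and 100% = no compound control; below 100% means less GTP binding so inhibitor and above means activator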
Target sequence (P60953 whole entry, looked up): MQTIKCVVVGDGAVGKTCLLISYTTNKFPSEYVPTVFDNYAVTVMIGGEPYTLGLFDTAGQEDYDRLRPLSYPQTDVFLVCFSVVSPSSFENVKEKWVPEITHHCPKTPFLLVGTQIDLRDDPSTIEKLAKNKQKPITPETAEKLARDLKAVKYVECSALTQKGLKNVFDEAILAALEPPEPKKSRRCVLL
Avidin fluor – avidin bead compound fluorescence profile. Avidin beads, compound fluorescence 488/530 nm, flow cytometry; stronger effect = higher value. fluorescence (KMESF) at 10 µM. 220,000 tested, 0.38% active. AID 1775; in the data active = fluorescence above about 47; note: inactives centre near 10
HRas wt GTP bind – human HRas wildtype GTP binding, change in either direction; AID 759; GST-Ras wt beads, Bodipy-FL-GTP binding, flow cytometry; actives lie on both sides; 190,000 tested, 0.14% active; P01112; GTP binding activity, % at 10 µM;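 active = GTP binding activity at least 20% away from the 100% baseline, either lowered as inhibitor or raised as activator; inconclusive = flagged as likely green fluorescent, judged across all proteins in the well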;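 note: 0% = unlabeled GTP competition control and 100% = no-compound control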
Target sequence (P01112 whole entry, looked up): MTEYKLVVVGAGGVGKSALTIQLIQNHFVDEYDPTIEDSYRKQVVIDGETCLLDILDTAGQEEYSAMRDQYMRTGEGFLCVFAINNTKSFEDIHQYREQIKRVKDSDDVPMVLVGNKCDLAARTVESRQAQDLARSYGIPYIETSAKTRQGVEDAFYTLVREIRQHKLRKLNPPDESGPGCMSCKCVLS
Rac1 mut GTP – modulators of GTP binding to human Rac1 activated mutant; percent activity (GTP binding), % at 10 µM; P63000; 190,000 tested, 0.11% active; GST-Rac1 activated beads, fluorescent GTP binding, flow cytometry; actives lie on both sides; 100% means binding = to untreated wells;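 active = GTP binding at least 20 percentage points away from the 100% baseline, in either direction, so actives lie on both sides; inconclusive = Compound likely fluorescent itself, or too few beads counted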
Rab2A wt mod – changes GTP binding to wildtype dog Rab2A, up or down; P61105; GST-Rab2 wt beads, Bodipy-GTP binding, flow cytometry; GTP binding activity, % at 10 µM; 190,000 tested, 0.19% active;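 active = GTP binding activity at least 20 points away from 100%, either lowered or raised; inconclusive = signal likely due to the compound's own green fluorescence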;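 note: 0% = beads with excess unlabeled GTP and 100% = no-compound control corrected for plate trend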
Rac1 wt GTP bind – alters GTP binding to wildtype human Rac1; 190,000 tested, 0.27% active; P63000; GTP binding activity (% of control), % at 10 µM; AID 757; GST-Rac1 beads, fluorescent GTP binding, flow cytometry; actives lie on both sides; 0 = cold GTP competed, 100 = untreated;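 active = GTP binding activity at least 20 points away from the 100% control level, either lower or higher; inconclusive = compound flagged as likely green fluorescent, judged across all proteins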
The depositor's hits bear a star; ? = inconclusive; . = not tested or not shown.

SMILES	Rab7 wt GTP bind	ABCB1 inh	GSH fluor	ABCG2 block	Pf gamet viab	Cdc42 wt	Avidin fluor	HRas wt GTP bind	Rac1 mut GTP	Rab2A wt mod	Rac1 wt GTP bind
CCC/C=C(\CCC)C(NC(=O)Cc1ccccc1)c1ccc(C(=O)OC)cc1 (stereo not given)	102	0.9	19	3	.	101	10	103	96	102	105
CC(NC(=O)c1csc2ccccc12)C1CCCO1 (stereo not given)	100	0.5	34	3	.	102	5	101	100	102	103
Cc1c(N)cccc1-c1nc2ccccc2[nH]1	102	0.8	19	3	.	107	.	104	99	105	106
Cc1ccc(SCCNC(=S)Nc2ccc(C)cc2C)cc1	97	0.4	12	3	.	101	14	106	102	99	103
Cc1ccc(S(=O)(=O)N2CCN(C(=O)CSc3nnc(-c4ccco4)o3)CC2)cc1	97	2.1	25	3	.	98	17	99	91	95	99
Cc1ccc(C)c(Cn2c(CN(C)Cc3ccccc3)nc3c2c(=O)n(C)c(=O)n3C)c1	100	1.9	26	9	.	99	7	101	99	101	105
CCNc1nc(NC(C)(C)C)nc(N(C#N)CC)n1	102	-1.0	40	6	-33	107	12	103	101	101	105
CCCCc1nc(SCCOC)c2c(=O)n(C)c(=O)n(C)c2n1	99	0.6	15	3	-23	88	8	91	95	96	96
COc1ccc(CC(CC(=O)O)C(=O)Nc2ccccc2)cc1 (stereo not given)	102	-0.7	42	-1	.	102	6	100	97	98	105
O=S(=O)(c1ccc2oc3ccccc3c2c1)N1CCCC1	98	0.3	15	1	-34	102	23	102	100	101	106
C=CCSc1nc2ccsc2c(=O)n1-c1ccccc1	95	0.3	14	1	10	93	9	97	92	97	94
CC(=O)Nc1cc(C(=O)N2CCc3ccccc3C2)ccc1Sc1ccc(Cl)cc1	102	0.5	18	-2	.	96	17	101	97	101	101
CCOC(=O)c1ccc(Nc2nc(=O)c3cccnc3s2)cc1	101	0.1	8	1	.	102	10	101	96	99	102
CC(Oc1ccc(-c2ccccc2)c(F)c1)c1ccn(S(=O)(=O)c2ccc(F)cc2)n1 (stereo not given)	97	0.5	10	1	.	98	5	100	98	101	105
CCOc1cc(/C=N/NC(=O)CN2CCCCC2)ccc1OCc1ccccc1	96	0.6	9	3	.	101	11	100	102	100	103
CC1(C)Cc2cccc(Oc3ccc(S(=O)(=O)N4CCCC4)cn3)c2O1	96	0.6	11	1	10	95	11	97	97	97	101
Cc1cc(C)n2[nH]c(=O)c(N=Nc3cccc(Cl)c3)c2n1	99	0.1	31	5	.	97	12	98	94	96	97
CCCCSc1nnc(-c2cc(Br)ccc2N)c(=O)[nH]1	98	0.1	30	7	-12	97	7	99	95	97	101
O=C(OCc1nnc(-c2ccccc2)o1)c1ccc2c(c1)OCO2	92	0.1	29	1	-23	92	11	91	90	90	90
COc1ccc(/C=N/n2cnnc2)cc1COc1ccccn1	96	0.5	13	3	.	99	36	99	97	97	97
O=C(NC(=S)N1CCc2ccccc21)c1ccccc1	98	-2.4	7	-17	.	98	19	95	97	96	99
Cc1ccccc1NC(=S)N(Cc1cccnc1)Cc1ccco1	97	0.1	10	2	5	97	5	96	100	97	98
COc1ccc(-c2cc(C(=O)N/N=C/c3sccc3C)c3ccccc3n2)c(OC)c1	100	1.0	35	2	-22	101	4	101	98	99	102
O=C(NCC(c1ccco1)N1CCCC1)c1ccccc1F (stereo not given)	100	-0.2	10	-1	4	100	5	100	101	103	106
CN(CC(=O)Nc1sccc1C#N)C1CCCCC1	98	0.4	23	10	12	104	18	97	98	97	105
N#C/C(=C(/O)COC(=O)c1ccc(C#N)cc1)c1nc2ccccc2s1	91	-0.4	21	4	.	91	12	88	85	86	87
Nc1nc(CN2CCN(C(=O)c3ccco3)CC2)nc(Nc2cccc(Cl)c2)n1	102	0.5	13	4	5	98	12	97	95	98	105
O=C(NCc1ccncc1)Nc1ccc(F)cc1	97	0.8	33	3	.	94	16	93	96	94	96
COCCNC(=O)C(c1ccc(C)cc1)N(C(=O)C(=O)NC1CCCC1)c1ccc2c(c1)OCCO2 (stereo not given)	101	0.6	15	3	24	100	10	96	95	100	105
CCOC(=O)N1CCN(Cc2c(NC(=O)c3ccco3)sc(C)c2C)CC1	106	0.9	19	1	-3	95	6	96	96	98	97
Cc1ccccc1NS(=O)(=O)c1ccc2[nH]cc(C(=O)NCCCN3CCOCC3)c(=O)c2c1	97	-0.9	33	-5	.	100	9	101	97	99	100
O=C(Nc1c(Cl)ccc2nsnc12)c1ccco1	96	0.2	16	1	.	95	8	96	93	94	96
COc1ccc(NC2=C(C(C)=O)C(c3ccc(N(C)C)cc3)C(C(C)=O)C(C)(O)C2)cc1 (stereo not given)	99	0.9	10	1	11	89	8	92	91	94	95
COc1ccc(/C=N/NC(=O)CNc2c(Br)cc(C)cc2Br)c(C(=O)O)c1OC	87	0.0	16	0	-15	91	8	91	91	93	92
CC(C)CCNC(=O)C1CCN(c2nc3ccccc3o2)CC1	101	0.4	4	2	.	101	16	100	97	99	98
O=C(Nc1cccnc1)c1ccccc1Oc1ccccc1	99	-0.1	52	0	.	101	4	102	97	101	99
COc1ccc(C2(C(=O)Nc3ccc(S(=O)(=O)Nc4nc(C)cc(C)n4)cc3)CCCC2)cc1OC	100	0.0	20	0	-22	98	8	98	98	97	100
Cc1ccnc2nc(C(=O)OCC(=O)NCCc3ccc(Cl)cc3)nn12	106	-0.1	12	6	.	102	14	103	102	103	107
c1ccc(-c2noc(CN3CCN(c4ccccc4)CC3)n2)cc1	97	0.2	18	0	.	99	6	99	95	99	101
Cc1ccc(-c2nc(CS(=O)CC(=O)NCCN3CCOCC3)c(C)o2)cc1 (stereo not given)	100	0.2	15	1	.	105	27	102	100	102	105

Brought forward from above: 2 entries; new compounds follow.
SMILES	Rab7 wt GTP bind	ABCB1 inh	GSH fluor	ABCG2 block	Pf gamet viab	Cdc42 wt	Avidin fluor	HRas wt GTP bind	Rac1 mut GTP	Rab2A wt mod	Rac1 wt GTP bind
c1ccc(-c2noc(CN3CCN(c4ccccc4)CC3)n2)cc1	97	0.2	18	0	.	99	6	99	95	99	101
Cc1ccc(-c2nc(CS(=O)CC(=O)NCCN3CCOCC3)c(C)o2)cc1 (stereo not given)	100	0.2	15	1	.	105	27	102	100	102	105
COc1cccc(S(=O)(=O)NCc2ccc(C(=O)NCc3ccco3)cc2)c1	103	-0.2	9	-1	.	101	10	103	96	102	106
Cc1ccc2cc(S(=O)(=O)NCCCN3CCOCC3)ccc2c1	95	0.5	27	1	17	94	8	94	92	94	95
COC(=O)c1cn(NC(=O)COc2ccc(Cl)cc2)c(=O)c2ccccc12	103	-0.1	15	0	-12	94	12	97	94	96	98
O=C(NCCCO)c1nc2ccccc2s1	101	-0.2	29	0	-8	100	9	100	101	102	102
COCCNC(=O)c1c(N)n(/N=C/c2cccs2)c2nc3ccccc3nc12	102	1.3	10	4	.	102	37	104	100	103	103
Cc1noc(C)c1COC(=O)c1cccc(S(=O)(=O)N2c3ccccc3CC2C)c1 (stereo not given)	99	2.7	13	11	4	100	6	100	99	103	104
COc1ccc(NC(=O)c2ccc(-n3cccn3)nc2)cc1	99	-0.4	35	5	6	97	14	98	98	100	100
Cc1ccc(S(=O)(=O)Nc2ccc(N(C)C)cc2)cc1	109	1.2	16	0	-5	98	6	98	95	97	100
COc1ccc(O)c(-c2c(-c3ccc(Cl)cc3)n[nH]c2C)c1	?	0.2	19	0	0	?	6	?	?	?	?
CC(C)(C)C(=O)Oc1ccc2cc(-c3ccc4ccccc4n3)c(=O)oc2c1	100	-0.2	15	1	6	98	10	98	98	97	102
CCSc1ccc(-c2cccc([N+](=O)[O-])c2)nn1	104	0.8	14	6	19	99	10	101	98	97	100
Cc1ccc(S(=O)(=O)c2c(COC(=O)c3ccccc3Cl)c(-c3ccccc3)nn2C)cc1	92	1.8	9	5	.	100	13	97	97	95	100
Cc1onc(-c2c(Cl)cccc2Cl)c1C(=O)c1c[nH]c(C(=O)NCCCN2CCOCC2)c1	103	0.7	30	5	-6	104	10	103	100	103	105
COc1ccc(-c2nc3ccc([N+](=O)[O-])cc3[nH]2)cc1	98	0.4	4	14	-16	98	3	97	98	96	97
O=C(c1nnc(Cc2ccc(Cl)cc2)o1)N1CCc2ccccc2C1	97	0.3	14	0	.	98	7	98	96	98	100
O=C(NCCCn1ccnc1)C(=O)c1c[nH]c2ccccc12	102	0.6	16	2	-3	96	11	100	97	99	101
CC(C)C(NS(=O)(=O)c1cc(C(=O)O)ccc1Cl)C(=O)O (stereo not given)	93	0.5	11	0	16	93	11	92	96	97	98
COC(CNC(=O)c1ccc2nc(-c3cccs3)c(-c3cccs3)nc2c1)OC	100	-0.6	12	-3	3	99	12	97	95	96	102
OC(CNCc1cccc(Br)c1)c1ccccc1 (stereo not given)	98	0.3	10	1	-16	95	20	97	94	96	98
CN1CCc2c(n(CC(O)CN3C(=O)c4ccccc4S3(=O)=O)c3ccccc23)C1=O (stereo not given)	97	0.7	14	2	-2	101	24	99	95	98	101
COC(=O)c1ccc(OCC2c3cc(OC)c(OC)cc3CCN2C(=O)C2CC2)cc1 (stereo not given)	102	10	33	47	15	106	13	101	97	100	105
N#CC1=C2C=CC=CN2CC1=O	98	0.6	19	1	.	106	8	104	100	103	103
O=C(Nc1ccccc1Oc1ccccc1)c1ccccc1F	99	0.2	8	3	-3	101	13	100	98	98	100
Cc1cccc2c1N(CC(=O)OC(C)C)C(=O)C2=O	103	-3.4	22	-6	.	101	3	102	100	104	106
COCCn1c(SCc2ccc(C(=O)OC)o2)nc2ccccc2c1=O	102	1.6	43	4	.	100	1	101	99	101	103
CC(Cn1cnc2ccccc21)C(=O)O (stereo not given)	96	0.5	15	1	11	101	26	97	97	97	101
CCOc1ccccc1N1CCN(S(=O)(=O)c2ccc(F)c(F)c2)CC1	103	0.2	21	1	-6	106	35	103	103	102	105
Cc1ccccc1-n1nc2c(c1NC(=O)c1cc3ccccc3oc1=O)CS(=O)(=O)C2	102	2.6	22	22	13	101	13	98	97	100	103
CCn1c(O)c(N=NC(=O)CNc2ccc(C)cc2)c2ccccc21	93	5.1	21	27	.	92	5	92	93	91	95
O=C(COc1ccccc1Br)NC1CCCC1	97	-0.3	10	5	-12	101	16	101	101	101	103
O=[N+]([O-])c1cccc(-n2nnnc2CN2CCCC2)c1	103	0.2	10	1	-22	96	18	97	95	96	97
